Screening results (PubChem)
INS promoter inh: inhibitors of insulin promoter-driven GFP, primary screen, imaging, TRM-6 cells (human fetal islet line), eGFP reporter, cell count; inhibition, % at 2 µM; AID 1273, 2008; reporter expression induced with tamoxifen; 130,000 tested, 0.9% active;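 active = inhibition above the mean plus 3 SD, with well images judged a real hit on visual review, cut at about 60% in these data, passing the limit was not always enough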
SDO1 yeast rescue: growth rescue of sdo1-depleted yeast, primary screen, S. cerevisiae, bone marrow failure model. z-score at 10 µM. S. cerevisiae sdo1-depleted JHY4D growth rescue, OD600 30 h; stronger effect = higher value; pdr5 snq2 efflux-pump mutant strain. 140,000 tested, 0.21% active;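 active = z-score above 3 at both the 24 hr and the 30 hr optical density reads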;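 also: z-score against mean and SD of all compound wells on the same plate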
SDO1 yeast rescue Rescue 24 h: further read-out of SDO1 yeast rescue, marked with its call; z-score; S. cerevisiae sdo1-depleted JHY4D growth rescue, OD600; measured here: growth rescue at 24 h;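 0 is the plate mean of compound wells and units are plate SD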
* = called active by the depositor; · = no result given.

| INS promoter inh | SDO1 yeast rescue | SDO1 yeast rescue Rescue 24 h | SMILES |
| --- | --- | --- | --- |
| 50 | 0.55 | -0.11 | c1nc(N2CCN(Cc3ccc4c(c3)OCO4)CC2)c2[nH]cnc2n1 |
| · | 0.67 | 0.2 | CCOCCCNC(=O)C1CCN(C(=O)Nc2ccc(C)cc2)CC1 |
| -18 | · | · | O=C(Nc1cccc(Cl)c1N1CCCC1)c1ccc([N+](=O)[O-])o1 |
| -3 | -0.69 | -0.47 | N#C/C(=C\c1cn(Cc2ccccc2)c2ccccc12)C(=O)NCc1ccco1 |
| -7 | 0.78 | 0.82 | Cc1ccc(-c2[nH]c(-c3ccc(C(=O)O)cc3)nc2-c2ccccc2)cc1 |
| · | 1.1 | 0.99 | Nc1cc(Cl)nc(N/N=C/c2ccc([N+](=O)[O-])cc2)n1 |
| 32 | 2 | 1.5 | O=C(CN1CCCC1)Nc1c2c(nc3ccccc13)N(Cc1ccccc1)CC2 |
| · | -0.09 | -0.72 | CCOC(=O)c1ccc2[nH]c3c(c2c1)CN(C)CC3 |

| INS promoter inh | SDO1 yeast rescue | SDO1 yeast rescue Rescue 24 h | SMILES |
| --- | --- | --- | --- |
| 8 | -0.87 | -0.18 | O=C(Nc1cccc(S(=O)(=O)NC2=NCCCCC2)c1)c1cc(-c2ccccc2)nc2ccccc12 |
| 22 | · | · | O=C(Nc1cc2c(=O)n(-c3ccc(Oc4ccccc4)cc3)ccc2oc1=O)c1ccccc1 |
| 31 | 1.3 | 1.5 | O=C1CC(Cc2ccccc2)C(=O)N1c1ccc(Cl)cn1 (configuration not stated) |
| -91 | · | · | CCOC(=O)N1CCC(N(CCN(C)C)C(=S)Nc2ccc(Oc3ccccc3)cc2)CC1 |
| 3 | 1 | 1.1 | CC(C)CNC(=O)CSc1nnc(-c2cccc(S(=O)(=O)N3CCCCC3)c2)o1 |
| 5 | · | · | Cc1cccc(CCNC(=O)COc2cc(=O)n(C)c3ccccc23)c1 |
| -315 | 0.35 | -0.04 | CCOc1cc(C(=O)NCC(C)CN(C)C)cc(OCC)c1OCC (configuration not stated) |
| -45 | 0.89 | 0.03 | CN(C)CCC1Sc2ccccc2Oc2ccccc21 (configuration not stated) |

| INS promoter inh | SDO1 yeast rescue | SDO1 yeast rescue Rescue 24 h | SMILES |
| --- | --- | --- | --- |
| 82* | 0.2 | -0.11 | CCc1nnc(NC(=O)CSc2nnc(Cc3ccccc3)n2-c2ccccc2)s1 |
| · | 0.1 | -0.25 | Cc1cc(SCC(=O)Nc2ccccc2)nc(C)n1 |
| -133 | · | · | CCOc1ccc(NC(=S)N(CCCN2CCCC2)Cc2cccn2Cc2ccc(Cl)cc2)cc1 |
| -9 | -0.15 | -0.8 | CCCc1nnc(SCC(=O)O)n1/N=C/c1ccc2c(c1)OCO2 |
| -6 | -0.96 | -1.9 | CC#CCN(CC#CC)S(=O)(=O)c1ccc(S(=O)(=O)N2CCOCC2)cc1 |
| · | -0.9 | -1.1 | Cc1cc(-c2ccccc2)nc(SCC(=O)c2cccc([N+](=O)[O-])c2)n1 |
| 20 | 0.28 | -0.07 | O=c1/c(=C/c2ccco2)sc2n1CN(c1ccccc1)CN=2 |
| · | -0.29 | -1.1 | Cc1ccccc1Cn1cnc2ccccc2c1=O |

7 compounds from above, ordered by the value under INS promoter inh, lowest first:
| INS promoter inh | SDO1 yeast rescue | SDO1 yeast rescue Rescue 24 h | SMILES |
| --- | --- | --- | --- |
| -133 | · | · | CCOc1ccc(NC(=S)N(CCCN2CCCC2)Cc2cccn2Cc2ccc(Cl)cc2)cc1 |
| -45 | 0.89 | 0.03 | CN(C)CCC1Sc2ccccc2Oc2ccccc21 (configuration not stated) |
| -6 | -0.96 | -1.9 | CC#CCN(CC#CC)S(=O)(=O)c1ccc(S(=O)(=O)N2CCOCC2)cc1 |
| 5 | · | · | Cc1cccc(CCNC(=O)COc2cc(=O)n(C)c3ccccc23)c1 |
| 8 | -0.87 | -0.18 | O=C(Nc1cccc(S(=O)(=O)NC2=NCCCCC2)c1)c1cc(-c2ccccc2)nc2ccccc12 |
| 20 | 0.28 | -0.07 | O=c1/c(=C/c2ccco2)sc2n1CN(c1ccccc1)CN=2 |
| 50 | 0.55 | -0.11 | c1nc(N2CCN(Cc3ccc4c(c3)OCO4)CC2)c2[nH]cnc2n1 |

The list continues:
| INS promoter inh | SDO1 yeast rescue | SDO1 yeast rescue Rescue 24 h | SMILES |
| --- | --- | --- | --- |
| 21 | 1.5 | 1.8 | CC(Sc1nc2ccccc2[nH]1)C(=O)Nc1ccc2c(c1)OCCO2 (configuration not stated) |
| 57 | · | · | CCOC(=O)c1[nH]c(C)c(CN(C(C)=O)c2ccc(OCC)cc2)c1C |
| 38 | 0 | -0.7 | Cc1ccc(S(=O)(=O)Nc2ccc(NC(=O)CN3CCCCC3)c(Cl)c2)cc1 |
| -21 | -1.2 | 1.2 | Cc1ccc(Cl)c(OCCN2CCCC(C)C2)c1 (configuration not stated) |
| -64 | 0.58 | 0.32 | COc1ccccc1N1CCN(C(=O)C2CCN(S(=O)(=O)N3CCOCC3)CC2)CC1 |
| -35 | 0.14 | 0.21 | COC(=O)[C@@]1(Cc2ccc(F)cc2)[C@H]2c3cc(C(=O)N(C)C)n(CCc4ccccn4)c3C[C@H]2CN1C(=O)c1ccccc1 |
| -50 | · | · | C/C(=N/NC(=O)c1cnccn1)c1ccncc1 |
| · | -0.89 | -1.1 | Cc1ccc2cc(CCNC(=O)c3ccc(C)c([N+](=O)[O-])c3)c(=O)[nH]c2c1 |

| INS promoter inh | SDO1 yeast rescue | SDO1 yeast rescue Rescue 24 h | SMILES |
| --- | --- | --- | --- |
| 30 | · | · | Cc1ccc(N)cc1S(=O)(=O)N(C)C |
| 7 | -0.72 | -0.81 | C/C(N)=C(/C#N)C(=O)CSc1ncnc2ccccc12 |
| 23 | 0.86 | 0.82 | COC(=O)c1cc(NC(=O)CC2C(=O)NCCN2C(=O)c2ccc(F)cc2)cc(C(=O)OC)c1 (configuration not stated) |
| -50 | -1.6 | -0.98 | S=C(NCc1ccc(Cl)cc1Cl)NC1CCCCC1 |
| · | 1.2 | 1.5 | COc1cc(C(=S)N2CCOCC2)ccc1OS(=O)(=O)c1ccc(NC(C)=O)cc1 |
| -18 | 0.12 | -0.44 | COc1ccc(/C=C2/C(=O)OCc3cc(OC)c(OC)cc32)c(OC)c1 |
| · | 1.4 | 1.7 | O=C(COC(=O)CNS(=O)(=O)c1ccc2ccccc2c1)Nc1ccc2c(c1)OCO2 |
| -32 | 0.19 | 0.31 | O=C(C1CCCCN1S(=O)(=O)c1ccccc1)N1CCN(C(c2ccccc2)c2ccccc2)CC1 (configuration not stated) |

| INS promoter inh | SDO1 yeast rescue | SDO1 yeast rescue Rescue 24 h | SMILES |
| --- | --- | --- | --- |
| -6 | 1 | 0.94 | Cn1c(SCC(=O)Nc2ccc3cn[nH]c3c2)nnc1-c1cnccn1 |
| 0 | -0.01 | -0.12 | C/C(=N\NC(=O)COc1ccc(C(C)(C)C)cc1)c1ccc(N2CCOCC2)cc1 |
| · | 2.3 | 3.4 | O=C(NCCc1nc2ccccc2[nH]1)Nc1ccccc1 |
| -5 | · | · | CCN1C(c2ccccc2)=C(c2ccccc2)S/C1=C\C=C1/SC(=S)N(C)C1=O |
| -107 | -0.63 | -1.2 | CCOC(=O)CSc1nc2ccccc2c(=O)n1CC |
| -39 | -0.36 | 0.16 | CN(C)S(=O)(=O)N1CCC(CCCC2CCN(S(=O)(=O)N(C)C)CC2)CC1 |
| 14 | -1 | -0.73 | CN(C)S(=O)(=O)c1cccc(NC(=O)COC(=O)C2(c3ccccc3F)CCCC2)c1 |
| -30 | 0.35 | 0.49 | Cc1ccc(S(=O)(=O)N2CCC(=O)N(C(CO)Cc3ccccc3)CC2)cc1 (configuration not stated) |

One compound at a time (already shown). Order of screens: INS promoter inh	SDO1 yeast rescue	SDO1 yeast rescue Rescue 24 h
`CN(C)CCC1Sc2ccccc2Oc2ccccc21` (configuration not stated) in the list: -45	0.89	0.03
`S=C(NCc1ccc(Cl)cc1Cl)NC1CCCCC1` in the list: -50	-1.6	-0.98

(list continues)
| INS promoter inh | SDO1 yeast rescue | SDO1 yeast rescue Rescue 24 h | SMILES |
| --- | --- | --- | --- |
| -14 | 0.77 | 0.23 | CCOC(=O)N1CCN(C(=O)CSc2nnc(-c3c[nH]c4ccccc34)n2CCOC)CC1 |
| -25 | 0.94 | 0.78 | CN1CCN(NC(=S)NC2CCCCC2)CC1 |
| · | -1.2 | -1.3 | O=C(NNC(=O)c1cc(-c2ccc(Cl)c(Cl)c2)nc2ccccc12)Nc1ccccc1 |
| -8 | 0.84 | -0.11 | CCOC(=O)C(C)Sc1nc2c(c(=O)[nH]c(=O)n2C)n1C/C=C(/C)Cl (configuration not stated) |
| · | 0.74 | -0.22 | O=C(CCS(=O)(=O)c1cccs1)Nc1ccc(C(=O)NCc2ccccc2)cc1 |
| · | 1.1 | 0.78 | C/C(=N\NC(=O)c1ccc(N(C)C)cc1)c1ccc(C)c(C)c1 |
| -14 | -1.6 | -0.78 | O=S(=O)(Nc1ccc(Cc2ccncc2)cc1)c1ccc(Br)s1 |
| 10 | -1.1 | -0.72 | Cc1ccc2cccc(Oc3ncnc4sc(C)c(C)c34)c2n1 |

| INS promoter inh | SDO1 yeast rescue | SDO1 yeast rescue Rescue 24 h | SMILES |
| --- | --- | --- | --- |
| -50 | · | · | CN(C)S(=O)(=O)NCCNC(=O)c1cc(OCC(F)(F)F)ccc1OCC(F)(F)F |
| · | 1.3 | 0.89 | Cn1c(NNC(=O)c2ccc(C(C)(C)C)cc2)cc(=O)n(C)c1=O |
| · | 0.13 | 0.01 | C/C=C(\C)c1nnc(NC(=O)c2ccco2)s1 |
| -164 | · | · | C/C(N)=C(/C#N)C(=O)COC(=O)[C@@H](NC(=O)c1ccccc1Cl)C(C)C |
| 29 | 0.57 | -0.33 | N=C(N)SCc1ccccn1 |
| -16 | 0.47 | 0.7 | Cc1ccc(S(=O)(=O)c2c(COC(=O)c3ccc(Cl)cc3)c(-c3ccccc3)nn2C)cc1 |
| · | -1.2 | -0.79 | CC(=O)Nc1cccc(C(=O)/C=C/c2ccc(/C=C/C(=O)c3cccc(NC(C)=O)c3)cc2)c1 |
| 14 | · | · | O=C(/C=C/c1nc2ccccc2s1)N1CCCCCC1 |

| INS promoter inh | SDO1 yeast rescue | SDO1 yeast rescue Rescue 24 h | SMILES |
| --- | --- | --- | --- |
| · | -0.53 | -0.45 | CCCCC(=O)Oc1ccccc1C1SCc2cc(C)c(C)cc2CS1 |
| 9 | -0.43 | -0.56 | Cc1ccc(C(=O)Nc2nc3ccc(S(C)(=O)=O)cc3s2)s1 |
| -58 | · | · | COc1ccc(OC)c(N2CC(O)(c3cccs3)[N+]3=C2SCCC3)c1 (configuration not stated) |
| 21 | 0.19 | -0.26 | Cn1c(=O)c2c(ncn2CC(=O)Nc2ccccc2)n(C)c1=O |
| -43 | · | · | COc1cc(CNC(C)c2ccccc2)cc(Cl)c1OCC(=O)Nc1ccccc1 (configuration not stated) |
| -33 | 0.91 | 1.6 | O=C1CCCN1CCNC(=S)Nc1ccccc1 |
| 1 | -0.02 | 0.05 | Cc1cc(N2CCOCC2)ccc1/C=C1\NC(=O)N(CC(=O)Nc2ccccc2C)C1=O |
| -11 | -0.24 | -1.2 | CCNC(=O)C1CN(S(=O)(=O)c2ccccc2)CCN1S(=O)(=O)c1ccccc1 (configuration not stated) |

| INS promoter inh | SDO1 yeast rescue | SDO1 yeast rescue Rescue 24 h | SMILES |
| --- | --- | --- | --- |
| 12 | -1 | -0.48 | CCn1c(SCc2ccc(C#N)cc2)nnc1-c1ccc(S(=O)(=O)N2CCCCC2)cc1 |
| 0 | · | · | O=c1[nH]c(SCCOc2cccc3ccccc23)nc2ccccc12 |
| 31 | 0.43 | 0.78 | CN1C(=O)S/C(=C/c2cccnc2)C1=O |
| 4 | 0.46 | 0.49 | CC(=O)c1c(C)nc(C)nc1NC(=O)Cc1ccccc1 |
| -17 | 0.58 | 0.29 | Cc1ccc(-c2cc(NC(=O)CSc3n[nH]c(N)n3)n(-c3ccccc3)n2)cc1 |
| 18 | 0.93 | 0.64 | Cc1ccc(S(=O)(=O)Nc2ccc(S(=O)(=O)Nc3ncccn3)cc2)cc1 |
| · | 0.56 | 1.5 | O=C(Nc1ccccc1-c1nc2ccccc2[nH]1)c1ccc(S(=O)(=O)N2CCCCC2)cc1 |
| -15 | 0.48 | 0.79 | CCOC(=O)C1=C(C)C2C3C(=O)N(c4ccc(C)cc4C)C(=O)C3C1(C)C1C(=O)N(c3ccc(C)cc3C)C(=O)C21 (configuration not stated) |

| INS promoter inh | SDO1 yeast rescue | SDO1 yeast rescue Rescue 24 h | SMILES |
| --- | --- | --- | --- |
| 27 | 0.41 | 0.43 | CC(C)(C)n1nnnc1C(c1cccc(C#N)c1)N1CCN2CCCC2C1 (configuration not stated) |
| 14 | 0.32 | 0.51 | CC1C(=O)CC(c2ccccc2)NC1c1ccccc1 (configuration not stated) |
| -18 | · | · | NC(=O)c1ccc(N2CCN(c3ccc(O)cc3)CC2)c([N+](=O)[O-])c1 |
| · | -0.62 | -0.15 | O=C(Cc1nnc(NC(=O)Nc2ccccc2)s1)NCc1ccccc1 |
| 0 | -0.29 | 0.57 | Brc1ccc(C2Nc3cccc4cccc(c34)N2)o1 |
| 0 | 0.94 | 0.47 | COc1ccc(CNC(=O)CCS(=O)(=O)c2cccc3nonc23)cc1 |
| · | 0.01 | -0.53 | COc1ccccc1C(=O)NC(=S)NNC(=O)c1sc2ccccc2c1Cl |

Not all compounds are listed. The share of hits here may be higher or lower than overall.
